Screening results from PubChem BioAssay.
TDP1 inh: qHTS Assay for Inhibitors of Tyrosyl-DNA Phosphodiesterase (TDP1); Tyrosyl-DNA phosphodiesterase 1 (Homo sapiens), Q9NUW8; Potency, µM (top dose mostly 130 µM), without a hit: at the top dose activity change, negative = inhibition, usual class: inhibitors; 350,000 tested, 0.28% active; recombinant TDP1, AlphaScreen DNA substrate cleavage; also: nearly all actives have a fitted effect of over 40% in size
Target sequence (Q9NUW8 whole entry, looked up): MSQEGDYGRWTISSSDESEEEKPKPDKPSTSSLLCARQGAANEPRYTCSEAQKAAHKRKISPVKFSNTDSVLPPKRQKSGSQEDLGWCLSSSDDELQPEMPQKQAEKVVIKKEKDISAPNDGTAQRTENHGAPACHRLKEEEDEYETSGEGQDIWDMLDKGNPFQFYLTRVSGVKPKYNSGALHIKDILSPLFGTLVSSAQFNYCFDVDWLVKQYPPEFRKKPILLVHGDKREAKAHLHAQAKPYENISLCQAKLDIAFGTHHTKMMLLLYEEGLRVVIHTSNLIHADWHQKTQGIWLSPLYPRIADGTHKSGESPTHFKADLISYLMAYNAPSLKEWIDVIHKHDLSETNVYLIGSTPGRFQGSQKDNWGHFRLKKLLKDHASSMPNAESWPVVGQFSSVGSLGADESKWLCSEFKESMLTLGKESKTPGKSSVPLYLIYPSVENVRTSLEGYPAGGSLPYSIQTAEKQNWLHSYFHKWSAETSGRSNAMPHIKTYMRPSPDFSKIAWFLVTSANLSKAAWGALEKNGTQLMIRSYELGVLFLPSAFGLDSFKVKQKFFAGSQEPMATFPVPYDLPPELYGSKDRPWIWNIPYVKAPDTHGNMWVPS
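AlphaScreen read-out: signal falls as enzyme removes the 3' tyrosine-FITC from a 5'-biotinylated DNA oligo (15 nM, 5 min, RT). Enzyme was E. coli-made recombinant Tdp1 at 1 nM, exposed to compound for 15 min beforehand; beads 10 ug/ml, 10 min.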
FEN1 inh: qHTS Assay for the Inhibitors of Human Flap endonuclease 1 (FEN1) | P39748 | Recombinant FEN1 flap cleavage, fluorescence, 15 min | Potency, µM (series often up to 114 µM), without a hit: at the top dose activity change, negative = inhibition, most hits filed as inhibitors | 390,000 tested, 0.35% active | AID 588795, 2011; also: nearly all actives have a fitted effect of over 65% in size
Target sequence (P39748 whole entry, looked up): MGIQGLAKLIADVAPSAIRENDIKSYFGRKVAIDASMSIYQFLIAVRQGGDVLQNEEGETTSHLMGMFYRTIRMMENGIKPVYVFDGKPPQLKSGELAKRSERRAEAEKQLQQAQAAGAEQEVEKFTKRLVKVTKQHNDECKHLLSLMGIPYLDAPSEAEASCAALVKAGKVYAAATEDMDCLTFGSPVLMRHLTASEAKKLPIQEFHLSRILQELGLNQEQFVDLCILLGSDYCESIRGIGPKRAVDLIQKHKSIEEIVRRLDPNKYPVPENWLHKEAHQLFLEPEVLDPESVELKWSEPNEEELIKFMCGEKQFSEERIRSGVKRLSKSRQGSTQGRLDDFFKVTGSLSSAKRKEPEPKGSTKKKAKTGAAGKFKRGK
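FEN1 at 10 nM, compound pretreatment for 15 min (room temperature), 50 nM final substrate to initiate; endpoint reads at 0 and 15 min; DMSO-only plates used as vehicle background.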
N370S GC mod: qHTS Assay for Inhibitors and Activators of N370S glucocerebrosidase as a Potential Chaperone Treatment of Gaucher Disease. Lysosomal acid glucosylceramidase (Homo sapiens), P04062. N370S GC spleen homogenate, 4MU-glucoside fluorescence. Potency, µM (top dose mostly 59.4 µM), for inactives: top-dose activity change, negative = inhibition, usual class: inhibitors. 330,000 tested, 0.092% active. AID 2101, 2009;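 also: 0% = full enzyme activity and -100% = no enzyme basal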
The depositor's hits bear a star; [ ] = another dose, or the depositor's remark. Calls follow the shape of the dose curve; as a rule, active = well fitted curve in the direction sought with a large enough effect; inconclusive = small, poorly fitted or top-dose-only effect, or another doubt; inactive = no such curve, though single readings can be large; an effect the other way counts as inactive or inconclusive. Unless noted, % is scaled to controls: 0 for no effect and ±100 for the full control effect; potency is read from the fitted curve at half-maximal effect. Not a hit list. Share with any hit: about 0.57%.

What do the screens show for `COC(=O)CSC(=S)N1CCCC(C)C1` (stereo not drawn)?
TDP1 inh: 3%; FEN1 inh: -5%; N370S GC mod: -4%

Results for COc1ccc(Cl)cc1NC(=O)CCC(=O)N1CCOc2ccccc21 ?
TDP1 inh: 11%; FEN1 inh: -2%

Results for Cc1cc(NC(=O)c2cccs2)cc(-c2nc3cc(Cl)ccc3o2)c1O ?
TDP1 inh: 1%; FEN1 inh: 2%

Results for CN1C(=O)/C(=C2/C=Cc3ccccc3N2CCCS(=O)(=O)O)SC1=S ?
TDP1 inh: 9%; FEN1 inh: -22%; N370S GC mod: -4%

How did CCn1c(CNC(=O)c2cccs2)nnc1SCC(=O)Nc1ccc(Cl)cc1 do in these assays?
TDP1 inh: 2%; FEN1 inh: -11%; N370S GC mod: 20%

How did CCOC(=O)C1CCCCN1C(=O)c1ccc2nc(Cc3ccc(OC)cc3)oc2c1 (stereo not drawn) do in these assays?
TDP1 inh: 5%; FEN1 inh: 17%; N370S GC mod: -10%

What do the screens show for `CCOc1ccccc1NC(=O)N1CCN(C)c2ncccc21`?
TDP1 inh: 6%; FEN1 inh: 10%

How did CC/C(=C\C(=O)c1ccncc1)Nc1ccc(Br)cc1 do in these assays?
TDP1 inh: 1%; FEN1 inh: 3%; N370S GC mod: 8%

Results for O=C(Nc1ccc(Cc2ccncc2)cc1)c1ccc(Cl)c([N+](=O)[O-])c1 ?
TDP1 inh: -1%; FEN1 inh: -24%; N370S GC mod: 17%

Results for CCOC(=O)C1CCC(CN(Cc2cccc(Br)c2)S(=O)(=O)c2ccc(Cl)cc2)CC1 (stereo not drawn) ?
TDP1 inh: -3%; FEN1 inh: -4%

Results for CCOC(=O)N1CCN(C(=O)C2CCCN(S(=O)(=O)c3ccc(OCC)cc3)C2)CC1 (stereo not drawn) ?
TDP1 inh: 4%[56.1 µM]; FEN1 inh: -2%; N370S GC mod: 1%

How did Cc1ccc(NCN2C(=O)C(=O)c3ccccc32)nc1 do in these assays?
TDP1 inh: 3%; FEN1 inh: 1%; N370S GC mod: 0%

Results for CS(=O)(=O)Nc1ccc(C2=NN(C(=O)CCCC(=O)O)C(c3cccs3)C2)cc1 (stereo not drawn) ?
FEN1 inh: 19%; N370S GC mod: inconclusive

How did COc1cc(OC)cc(-c2nnc(SCC(=O)Nc3ccc(C(=O)O)cc3)s2)c1 do in these assays?
TDP1 inh: 0%; FEN1 inh: 8%; N370S GC mod: 3%

How did CN1CCN(c2ncc3c(n2)CC(c2ccccc2F)CC3=O)CC1 (stereo not drawn) do in these assays?
TDP1 inh: 1%; FEN1 inh: 4%; N370S GC mod: -10%

The last two entries of the section above are carried over, then new ones follow.
How did COc1cc(OC)cc(-c2nnc(SCC(=O)Nc3ccc(C(=O)O)cc3)s2)c1 do in these assays?
TDP1 inh: 0%; FEN1 inh: 8%; N370S GC mod: 3%

How did CN1CCN(c2ncc3c(n2)CC(c2ccccc2F)CC3=O)CC1 (stereo not drawn) do in these assays?
TDP1 inh: 1%; FEN1 inh: 4%; N370S GC mod: -10%

What do the screens show for `Cc1ccccc1C(=O)O/N=C(\N)c1ccc([N+](=O)[O-])cc1`?
FEN1 inh: 3%; N370S GC mod: -2%

Results for COc1ccc2c(c1)NC1(O)c3ccccc3C(=O)C21O (stereo not drawn) ?
TDP1 inh: 5%; FEN1 inh: 7%; N370S GC mod: 16%

What do the screens show for `COc1ccc(/C(=C/Nc2cccc(Br)c2)C(C)=O)cc1OC`?
TDP1 inh: 6%; FEN1 inh: -11%; N370S GC mod: 2%

Results for COCCn1c(SCC(=O)Nc2cc(C)on2)nnc1C(C)C ?
TDP1 inh: 2%; FEN1 inh: 10%; N370S GC mod: -3%

How did Cc1nnc(NCc2ccco2)s1 do in these assays?
TDP1 inh: 6%; FEN1 inh: 3%; N370S GC mod: -20%

How did O=C1OC(c2ccccc2)=N/C1=C\C=C\c1ccco1 do in these assays?
TDP1 inh: 45µM*; FEN1 inh: -12%; N370S GC mod: -8%

Results for COc1cccc(N(C(=O)c2ccn[nH]2)C2(C(=O)Nc3c(C)cccc3C)CCCCC2)c1 ?
TDP1 inh: 4%; FEN1 inh: -2%; N370S GC mod: -17%

What do the screens show for `Cc1c(Cl)cccc1Nc1nc(N)nc(CSCCO)n1`?
TDP1 inh: 0%; FEN1 inh: -21%; N370S GC mod: 6%

Results for O=C(CN1CCOCC1)Nc1ccc(NC(=O)c2ccccc2F)cc1 ?
FEN1 inh: 2%; N370S GC mod: -7%

What do the screens show for `Cc1ccc(CCNC(=O)C2CC(c3cccc(F)c3)=NO2)cc1` (stereo not drawn)?
TDP1 inh: 1%; FEN1 inh: 15%; N370S GC mod: 9%

What do the screens show for `CCC1(C(=O)OC)NC(c2ccco2)C2C(=O)N(c3ccc(F)cc3)C(=O)C21` (stereo not drawn)?
TDP1 inh: 1%; FEN1 inh: -9%; N370S GC mod: 5%

What do the screens show for `CCc1ccc(CNC(=O)C2CCCN(c3nn4c(=O)cc(C)nc4s3)C2)cc1` (stereo not drawn)?
FEN1 inh: -2%; N370S GC mod: -4%

How did COC(=O)C1=NN(C(=O)c2ccccc2)C(O)(c2ccc([N+](=O)[O-])cc2)C1 (stereo not drawn) do in these assays?
TDP1 inh: 6%; FEN1 inh: 5%; N370S GC mod: -8%

What do the screens show for `Cn1c(=O)c2c(nc(N3CCCCC3)n2CC(O)COc2ccccc2)n(C)c1=O` (stereo not drawn)?
FEN1 inh: -2%; N370S GC mod: 5%

What do the screens show for `CS(=O)(=O)N(CC(=O)NCc1ccco1)c1cccc([N+](=O)[O-])c1`?
TDP1 inh: 2%; FEN1 inh: -1%; N370S GC mod: 0%

Sorted by SMILES length (high to low): part of the list above
Results for COc1cccc(N(C(=O)c2ccn[nH]2)C2(C(=O)Nc3c(C)cccc3C)CCCCC2)c1 ?
TDP1 inh: 4%; FEN1 inh: -2%; N370S GC mod: -17%

How did COC(=O)C1=NN(C(=O)c2ccccc2)C(O)(c2ccc([N+](=O)[O-])cc2)C1 (stereo not drawn) do in these assays?
TDP1 inh: 6%; FEN1 inh: 5%; N370S GC mod: -8%

What do the screens show for `CCC1(C(=O)OC)NC(c2ccco2)C2C(=O)N(c3ccc(F)cc3)C(=O)C21` (stereo not drawn)?
TDP1 inh: 1%; FEN1 inh: -9%; N370S GC mod: 5%

What do the screens show for `Cn1c(=O)c2c(nc(N3CCCCC3)n2CC(O)COc2ccccc2)n(C)c1=O` (stereo not drawn)?
FEN1 inh: -2%; N370S GC mod: 5%

What do the screens show for `CCc1ccc(CNC(=O)C2CCCN(c3nn4c(=O)cc(C)nc4s3)C2)cc1` (stereo not drawn)?
FEN1 inh: -2%; N370S GC mod: -4%

What do the screens show for `Cc1ccccc1C(=O)O/N=C(\N)c1ccc([N+](=O)[O-])cc1`?
FEN1 inh: 3%; N370S GC mod: -2%

What do the screens show for `Cc1ccc(CCNC(=O)C2CC(c3cccc(F)c3)=NO2)cc1` (stereo not drawn)?
TDP1 inh: 1%; FEN1 inh: 15%; N370S GC mod: 9%

Results for COc1ccc2c(c1)NC1(O)c3ccccc3C(=O)C21O (stereo not drawn) ?
TDP1 inh: 5%; FEN1 inh: 7%; N370S GC mod: 16%

How did O=C1OC(c2ccccc2)=N/C1=C\C=C\c1ccco1 do in these assays?
TDP1 inh: 45µM*; FEN1 inh: -12%; N370S GC mod: -8%

What do the screens show for `Cc1c(Cl)cccc1Nc1nc(N)nc(CSCCO)n1`?
TDP1 inh: 0%; FEN1 inh: -21%; N370S GC mod: 6%

How did Cc1nnc(NCc2ccco2)s1 do in these assays?
TDP1 inh: 6%; FEN1 inh: 3%; N370S GC mod: -20%

Going on with the list:
What do the screens show for `CCn1cc(CN2CCN(CCc3ccccc3)C(CCO)C2)c(C)n1` (stereo not drawn)?
TDP1 inh: 9%; FEN1 inh: 2%; N370S GC mod: 2%

How did COc1ccccc1CC(=O)Nc1cccc2c1CCCC2 do in these assays?
TDP1 inh: -3%; FEN1 inh: -5%; N370S GC mod: 5%

How did O=C(CSc1cccc2cccnc12)NCc1ccco1 do in these assays?
TDP1 inh: 1%; FEN1 inh: 5%; N370S GC mod: -3%

Results for CC(=O)Nc1ccc(NC2=C/C(=N/S(=O)(=O)c3cccs3)c3ccccc3C2=O)cc1 ?
TDP1 inh: 6%; FEN1 inh: -13%; N370S GC mod: 2%

Results for CCc1nnc(NC(=O)C2CCN(S(=O)(=O)Cc3ccccc3)CC2)s1 ?
TDP1 inh: 0%; FEN1 inh: 11%; N370S GC mod: -2%

What do the screens show for `Cc1oncc1C(=O)Nc1ccc2ccccc2c1`?
TDP1 inh: 1%; FEN1 inh: 0%; N370S GC mod: -4%

Results for COc1cc(OC)c(NC(=O)Cn2c(=O)cc(C)c3c(C)nn(-c4ccc(C)cc4)c32)cc1Cl ?
TDP1 inh: 6%; FEN1 inh: 5%

How did Cc1ccc(C2C(C=Nc3c(C)n(C)n(-c4ccccc4)c3=O)=C(c3ccccc3)Oc3ccccc32)cc1 (stereo not drawn) do in these assays?
TDP1 inh: 9%; FEN1 inh: 9%; N370S GC mod: 27%

What do the screens show for `CC1=C([N+](=O)[O-])C(c2ccc(O)c(O)c2)NC(=O)N1` (stereo not drawn)?
FEN1 inh: -1%; N370S GC mod: -11%

How did O=C(NCc1ccccc1)c1cccc(NC(=O)N2CCSc3ncccc32)c1 do in these assays?
TDP1 inh: 8%; FEN1 inh: -4%

How did CC(=O)Nc1ccc(S(=O)(=O)N2CCN(c3nnnn3-c3ccccc3)CC2)cc1 do in these assays?
TDP1 inh: 2%; FEN1 inh: -8%; N370S GC mod: 3%

What do the screens show for `CCOCCC(=O)Nc1nnc(CCc2ccccc2)s1`?
FEN1 inh: 26%; N370S GC mod: 0%

What do the screens show for `CCOc1ccc(-c2nc(C#N)c(NCC(C)C)o2)cc1`?
TDP1 inh: 7%; FEN1 inh: 2%; N370S GC mod: 19%

How did Cc1ccc(S(=O)(=O)NCCC(c2ccc(F)cc2)c2ccco2)cc1 (stereo not drawn) do in these assays?
TDP1 inh: 0%; FEN1 inh: -16%; N370S GC mod: 17%

What do the screens show for `O=C1NC[C@H](c2ccccc2)N(CCc2cccc(F)c2)C1=O`?
TDP1 inh: 5%; FEN1 inh: 18%; N370S GC mod: -4%

How did Cc1cccc(C(=O)N2CCN(c3ccc(C(F)(F)F)cn3)CC2)c1C do in these assays?
TDP1 inh: 6%; FEN1 inh: -11%; N370S GC mod: -13%

Results for CN(C(=O)CSc1nc(N)nn1-c1ccccc1)c1ccccc1 ?
TDP1 inh: 6%; FEN1 inh: 21%; N370S GC mod: -8%

Results for COc1ccccc1OCCNC(=O)c1c(-c2ccccc2Cl)noc1C ?
TDP1 inh: 3%; FEN1 inh: 4%; N370S GC mod: -2%

What do the screens show for `COc1ccc(CN2CCNC(=O)C2CC(=O)NCCCn2cccn2)c(OC)c1` (stereo not drawn)?
TDP1 inh: 5%; FEN1 inh: 2%; N370S GC mod: 6%

Results for NC1(C(=O)O)CCc2cc(P(=O)(O)O)ccc21 (stereo not drawn) ?
TDP1 inh: -1%; N370S GC mod: 8%

How did CC(=O)Nc1cc(C(=O)N2CCCC2)ccc1Sc1ccc(Cl)cc1 do in these assays?
TDP1 inh: 5%; FEN1 inh: -14%; N370S GC mod: 2%

Results for Cc1ccc2nc(NNC(=O)c3ccc4c(c3)OCCO4)sc2c1 ?
TDP1 inh: 8%; FEN1 inh: 4%; N370S GC mod: inconclusive

What do the screens show for `CN(CCC1CCOCC1)Cc1nc(Cc2ccccc2F)no1`?
TDP1 inh: 4%; FEN1 inh: -9%; N370S GC mod: -6%

How did Cc1csc2nc(CNS(=O)(=O)c3ccc4c(c3)OCCO4)cn12 do in these assays?
TDP1 inh: -1%; FEN1 inh: -10%; N370S GC mod: 4%

What do the screens show for `CC(C)c1ccc(NC(=O)CCNS(=O)(=O)c2cccc3nonc23)cc1`?
TDP1 inh: 0%; FEN1 inh: -8%; N370S GC mod: 0%

How did Cc1ccc(CNC(=O)CN(C(=O)C2(C)CC(=O)N=C3C=CC=CN32)c2cccc(C)c2C)cc1 (stereo not drawn) do in these assays?
TDP1 inh: 6%; FEN1 inh: 9%; N370S GC mod: inconclusive

What do the screens show for `CCOC(=O)C1CCN(c2c(NCCN3CCCCC3C)c(=O)c2=O)CC1` (stereo not drawn)?
TDP1 inh: 3%; FEN1 inh: -5%; N370S GC mod: -1%

What do the screens show for `COCCn1c(=O)[nH]c2cc(C(=O)NCc3cccnc3)ccc2c1=O`?
TDP1 inh: 0%; FEN1 inh: -3%; N370S GC mod: inconclusive

Results for COc1ccc(NC(=O)CN(C)CC(=O)Nc2cccc(S(=O)(=O)N(C)c3ccccc3)c2)cc1 ?
TDP1 inh: 8%; FEN1 inh: -9%; N370S GC mod: -4%

Results for CCc1c(C)nc(N)n2c(SCC(=O)N3CCN(c4ccccc4F)CC3)nnc12 ?
TDP1 inh: 3%; N370S GC mod: 3%

Results for COc1cc(C2C(C(=O)Nc3ccccc3C)=C(C)Nc3nc(SCc4cc(C)ccc4C)nn32)ccc1O (stereo not drawn) ?
TDP1 inh: 1%; FEN1 inh: 7%
